# TIM10 inh: growth inhibitors of isogenic TIM10 control yeast, primary screen, counter-screen for tim10-1 yeast inhibitor project, luminescence, uHTS | AID 463195, 2010 | 1.4% of 330,000 active | S. cerevisiae TIM10 strain growth, BacTiter-Glo luminescence, 24 h | inhibition, % at 10 µM;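 active = inhibition of 40% or more at the single tested concentration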;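 also: wild-type TIM10 isogenic control strain grown at permissive 25 °C; 0% = DMSO yeast wells and 100% = minimal medium wells without yeast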
# tim10-1 inh: growth inhibitors of tim10-1 mutant yeast, primary screen, luminescence, uHTS | inhibition, % at 20 µM | AID 463190, 2010 | 2.2% of 330,000 active | S. cerevisiae tim10-1 ts strain growth, BacTiter-Glo, 24 h;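 active = inhibition of at least 40%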;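 also: mutant grown at 25 °C; 0% = DMSO wells with yeast and 100% = wells holding no yeast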
# APJ antagonist: antagonists of human apelin receptor APJ, primary screen, CHO-K1 cells, beta-arrestin complementation, luminescence | inhibition, % at 20 µM | AID 2521, 2010 | P35414 | 0.32% of 330,000 active;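 active = inhibition above about 40% at 20 µM, limit read from the data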;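 also: cells challenged with 10 nM apelin-13 agonist together with compound; plate controls were apelin-13 plus DMSO wells for no effect and DMSO wells lacking apelin-13 for full effect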
# Target sequence (P35414 whole entry, looked up): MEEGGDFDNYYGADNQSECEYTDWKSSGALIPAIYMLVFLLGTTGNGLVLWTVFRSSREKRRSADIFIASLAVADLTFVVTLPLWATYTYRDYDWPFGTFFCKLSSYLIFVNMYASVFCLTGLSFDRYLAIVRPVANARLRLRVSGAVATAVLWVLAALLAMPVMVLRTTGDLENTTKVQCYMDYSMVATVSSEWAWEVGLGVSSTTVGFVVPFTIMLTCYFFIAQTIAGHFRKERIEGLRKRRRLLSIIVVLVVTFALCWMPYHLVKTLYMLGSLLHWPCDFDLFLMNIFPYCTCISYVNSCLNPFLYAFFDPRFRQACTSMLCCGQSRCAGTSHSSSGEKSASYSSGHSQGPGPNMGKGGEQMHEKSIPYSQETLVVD
# tim23-1 inh: growth inhibitors of tim23-1 mutant yeast, primary screen, luminescence, uHTS | S. cerevisiae tim23-1 growth, BacTiter-Glo luminescence, 24 h | inhibition, % at 20 µM | AID 463212, 2010 | 1.3% of 330,000 active;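 active = growth inhibition of the mutant yeast at or above 50%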;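 also: temperature-sensitive mutant grown at 25 °C; plate controls were DMSO-treated mutant yeast for no effect and medium wells lacking yeast for full effect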
# UPR CHOP act: activators of apoptotic CHOP UPR arm, primary screen, cell-based, CHO-CHOP luciferase reporter, luminescence, uHTS. 0.34% of 330,000 active. UPR activation; percent of tunicamycin response over DMSO baseline. activation, % at 10 µM;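 active = at 10 µM dose, activation of 40% or more, normalized to positive control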;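 also: 100% = tunicamycin at 10 µg/mL and 0% = DMSO alone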
#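 Test system: CHO-CHOP cells, stable luciferase reporter of PERK-eIF2a-CHOP signalling | Quantity: 500 CHO-CHOP cells per well | Buffer or medium: F12 plus 10% serum | Compound dosing: 10 µM single point, 0.5% DMSO | Schedule: 6 h compound treatment, 37 °C | Signal: Luciferase luminescence | Control set: Tunicamycin high control, DMSO low control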
# APJ agonist: agonists of human apelin receptor APJ, primary screen, CHO-K1 cells, PathHunter beta-arrestin, luminescence | 0% DMSO wells, 100% apelin | AID 2520, 2010 | activation, % at 20 µM | P35414 | 0.11% of 330,000 active;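 active = activation more than six SD over the plate average, tested at 20 µM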;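 also: 0% = DMSO alone and 100% = apelin-13 at 10 nM; some results filed as inactive read as strong as hits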
#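 Assay system – PathHunter CHO-K1 APJ (AGTRL-1) beta-arrestin reporter cells · Compound – one dose, 20 µM compound, 1% DMSO · Timing – compound 90 min 25 °C, reagent 1 h · Measured by – luminescence from split beta-galactosidase complementation, Galacton Star/Emerald II substrate · Measure – beta-arrestin recruitment to APJ as agonist activity, luminescent signal · Benchmarks – DMSO vs Apelin-13 10 nM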
# CXCR6 inh: CXCR6 receptor inhibitors, primary screen, cell-based, beta-arrestin, luminescence, CHO-K1 PathHunter, 1536-well | C-X-C chemokine receptor type 6 (Homo sapiens), O00574 | inhibition, % at 20 µM | 0.36% of 360,000 active; in the data active = inhibition above about 34%, passing the limit was not always enough;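 also: antagonist mode with CXCL16 agonist at 10 nM final; 0% = 10 nM CXCL16 with DMSO and 100% = unstimulated wells without agonist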
# Target sequence (O00574 whole entry, looked up): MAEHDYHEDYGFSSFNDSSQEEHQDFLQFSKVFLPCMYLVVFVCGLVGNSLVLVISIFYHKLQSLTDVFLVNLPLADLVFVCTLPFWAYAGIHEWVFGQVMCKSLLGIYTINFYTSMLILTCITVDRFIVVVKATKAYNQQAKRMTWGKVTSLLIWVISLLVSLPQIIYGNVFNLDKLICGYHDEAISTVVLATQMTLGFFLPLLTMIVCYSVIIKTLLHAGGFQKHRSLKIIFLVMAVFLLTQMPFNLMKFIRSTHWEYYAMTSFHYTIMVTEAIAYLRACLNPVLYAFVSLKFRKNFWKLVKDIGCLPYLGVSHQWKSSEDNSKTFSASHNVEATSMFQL
# Mdm2-MdmX inh: inhibitors of human Mdm2-MdmX association, primary screen, cell-based, luminescence, split luciferase, SaOS-2, uHTS | Protein Mdm4 (Homo sapiens) + E3 ubiquitin-protein ligase Mdm2 (Homo sapiens), … | SaOS-2 split-luciferase Mdm2/MdmX complementation | inhibition, % at 8 µM | 3% of 330,000 active | AID 485346, 2010;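 active = inhibition of at least 50% at 8 µM in the primary screen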
# XBP1 UPR activ: activators of adaptive XBP1 UPR arm, primary screen, cell-based, CHO-XBP1 luciferase reporter, luminescence, uHTS. AID 463104, 2010. IRE1-XBP1 UPR activation; percent of tunicamycin response, DMSO as zero. activation, % at 20 µM. 0.33% of 330,000 active;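 active = versus positive control, 20 µM dose yields 30% or more activation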;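 also: 100% = tunicamycin at 10 µg/mL and 0% = DMSO only wells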
#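 assay system = CHO-XBP1 luciferase reporter cells | amount = 1000 cells/well | buffer or medium = F12 plus 10% FBS | compound dosing = single point, 20 µM final compound, 1% DMSO | incubation = 16-18 h cell attachment at 37 °C, then 6 h compound exposure | detection = Steady-Glo luminescence read | controls = tunicamycin 10 µg/mL and vehicle-only wells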
# Active calls of the source: *; nt = not tested or not shown.
SMILES,TIM10 inh,tim10-1 inh,APJ antagonist,tim23-1 inh,UPR CHOP act,APJ agonist,CXCR6 inh,Mdm2-MdmX inh,XBP1 UPR activ
Cc1ccc2nsnc2c1NC(=O)c1ccccc1[N+](=O)[O-],-4,10,14,-5,-1.4,-1,-2,17,-1
Clc1ccc(-c2nnc(SCc3nc4ccccc4[nH]3)o2)c(Cl)c1,13,3,14,0,0.8,-3,-4,9,3
CN1C(C(=O)NCCc2cccs2)CC2Cn3c(nc4cc5ccccc5cc43)C21 (stereo not given),6,16,-1,13,-1.1,4,-12,14,1
Cc1c(C)c2c(OCC(=O)N[C@@H](C)C(=O)O)cc3c(c2oc1=O)CCC(C)(C)O3,-2,10,-12,13,-1.4,-1,-4,-21,-2
COc1cc(OC)c(OC)cc1CN1CCCC(C(=O)N2CCCCC2)C1 (stereo not given),2,12,6,18,1.4,-3,-4,9,2
COc1ccc2nc(NC(=O)CC3Oc4ccccc4NC3=O)sc2c1 (stereo not given),10,-9,1,-7,1.1,-4,-10,31,-3
COc1ccccc1NC(=S)N(Cc1ccccc1)Cc1ccccn1,31,17,9,35,2.9,-1,-10,-18,-4
COc1ccc(C(C(=O)NC2CCCC2)N(CC2CCCO2)C(=O)Cn2nnc(-c3ccc(C)o3)n2)cc1 (stereo not given),12,3,2,10,2.1,-4,0,-3,-2
Cc1cccc(OCCN2C(=O)C(=O)c3cc(C)ccc32)c1,12,11,20,51*,3.9,-6,18,69*,23
CCOc1ccc(NC(=O)C2CCCN(c3nc(C)cc(C)n3)C2)cc1 (stereo not given),0,-21,3,-16,0.6,-2,-5,22,3
ClCC1=Nc2cccc3cccc(c23)N1,16,28,-49,30,2.3,6,nt,23,5
CCC(/C=N/NC(=O)c1ccccc1F)CC,-3,-8,-4,2,2.2,-2,-2,18,-1
O=C(NCCCn1ccnc1)C(=O)NCC(c1cccnc1)N1CCN(c2ccc(F)cc2)CC1 (stereo not given),-1,1,-15,9,0.4,-2,2,21,-1
CSCCC(NC(=O)c1ccc(Cl)cc1)C(=O)O (stereo not given),0,1,8,3,0.1,-2,-4,11,-1
COC(=O)[C@@H]1C[C@@]2(O)[C@@H](O)[C@@H](O)[C@@H](O)C[C@H]2N1Cc1ccc(C)s1,5,3,-6,-3,-1.9,-5,0,11,-2
COc1ccc(-n2ncc(C(C)NS(=O)(=O)c3ccc(C)s3)c2C)cc1 (stereo not given),14,21,10,25,2.8,-4,-2,-6,-4
COc1ccc(O)c(C(=O)c2cnc3c(c2)CN(C)C(=O)N3)c1,-1,4,-1,13,-0.3,-3,2,63*,0
O=c1c(-c2ccc(O)cc2)coc2c([C@@H]3O[C@H](CO)[C@@H](O)[C@H](O)[C@H]3O)c(O)ccc12,6,-8,-16,1,-0.1,-4,-5,-32,0
Cc1ccc(NC(=O)C2CCN(S(=O)(=O)c3ccc4c(c3)NC(=O)CO4)CC2)cc1,-2,-5,-1,-8,-1.4,1,3,2,-4
O=C(O)Cn1cc(/C=N/Nc2ccc([N+](=O)[O-])cn2)c2ccccc21,-4,0,35,-5,-1.0,-7,13,9,-1
CC1(c2ccccc2)CC(C)(C)N2C(=O)Cc3cccc1c32 (stereo not given),-2,3,6,1,0.8,-1,10,11,-1
O=C(COC(=O)Cc1ccc(Cl)cc1)Nc1ccccc1-c1ccccc1,-1,8,-27,19,1.7,-3,-1,16,-1
CC(C)N(Cc1nccn1C)C(=O)c1cc(COc2ccc(F)cc2Cl)on1,11,17,18,24,1.8,11,-3,0,-3
CCOCCOc1cccc(C(=O)NC(C)c2ccc3ccccc3c2)c1 (stereo not given),5,18,22,16,2.8,-3,2,7,-3
COc1cccc(Cn2c(NCc3ccco3)nc3c2c(=O)n(C)c(=O)n3C)c1,9,31,-3,21,4.3,0,nt,12,-1
O=C(CCN1CCOCC1)c1ccc2c(c1)OCCO2,13,8,0,12,1.5,0,-12,13,-4
CCCNC(=O)c1nn2c(C(F)(F)F)cc(-c3ccccc3)nc2c1Cl,-4,10,6,6,-1.0,2,8,7,-1
Cc1ccc(S(=O)(=O)N(Cc2ccc(F)cc2)Cc2ccco2)cc1,20,32,13,30,4.2,-2,6,-3,-2
N#Cc1c[nH]n2c(=O)cc(Cc3ccccc3)nc12,-13,-15,4,4,-1.4,-3,-2,8,1
N#Cc1c(Nc2ccc(Cl)cc2)s[nH]c1=O,8,7,-14,12,2.3,1,8,8,-2

# Looked up by compound from the entries so far:
SMILES,TIM10 inh,tim10-1 inh,APJ antagonist,tim23-1 inh,UPR CHOP act,APJ agonist,CXCR6 inh,Mdm2-MdmX inh,XBP1 UPR activ
CCCNC(=O)c1nn2c(C(F)(F)F)cc(-c3ccccc3)nc2c1Cl,-4,10,6,6,-1.0,2,8,7,-1
O=C(CCN1CCOCC1)c1ccc2c(c1)OCCO2,13,8,0,12,1.5,0,-12,13,-4

# More structures follow.
SMILES,TIM10 inh,tim10-1 inh,APJ antagonist,tim23-1 inh,UPR CHOP act,APJ agonist,CXCR6 inh,Mdm2-MdmX inh,XBP1 UPR activ
O=C(Nc1ccc2nc(C3CC3)n(Cc3ccccc3)c(=O)c2c1)C1CC1,-3,13,-46,4,5.8,-1,8,-87,5
O=C(Cn1nc(C(=O)O)c2ccccc2c1=O)NCC1CCCO1 (stereo not given),6,-6,17,-2,-1.0,-5,-2,-6,7
CC1=CN2C(=NC(=O)CC2(C)C(=O)N(CC(=O)NC2CCCC2)c2ccccc2C)C=C1 (stereo not given),-6,10,6,14,-1.7,-4,-6,20,-3
COc1ccccc1CP(=O)(c1ccccc1)c1ccccc1,6,7,6,18,-1.1,2,0,19,-4
O=C(N/N=C/c1cc([N+](=O)[O-])ccc1O)C(O)(c1ccccc1)c1ccccc1,-9,-10,19,15,1.6,-4,14,25,-6
CCN1CCN(CCc2nc3cc(NC(=O)COc4ccccc4)ccc3n2C)CC1,-11,7,-4,-10,2.3,-3,0,30,-3
O=C(N/N=C/c1ccccc1F)NC1CCCCC1,13,28,-25,40,8.9,4,2,-44,6
N[C@@H](CCC(=O)N[C@@H](CSN=O)C(=O)NCC(=O)O)C(=O)O,4,5,1,10,1.9,-6,-7,26,-6
Cc1cc(C)nc(N2CCCC(C(=O)Nc3ccc(F)cc3)C2)n1 (stereo not given),-8,19,-25,11,-1.8,0,4,-57,13
COc1ccccc1C(=O)NCCC(=O)NNC(=O)Cn1ccc(C(F)(F)F)n1,-8,-22,-37,-1,-1.0,9,9,8,1
O=C(NN=C1CCN(Cc2ccccc2)CC1)C(O)c1ccccc1 (stereo not given),-4,5,-12,19,2.5,2,-9,-13,-1
CC(C)N1C(=O)CCC1C(=O)NCc1ccccc1Cl (stereo not given),-3,23,0,9,3.9,-2,0,-22,0
Cc1ccccc1N(CC(=O)NC1CCCC1)C(=O)c1csnn1,2,13,11,3,-2.9,-4,4,-23,-4
COc1ccc2c(c1)c(=O)oc1cc(OCC(=O)N3CCCC(C)C3)ccc12 (stereo not given),-39,4,3,6,-3.0,-3,1,18,-4
O=C(NCc1ccco1)c1noc2c1CCCCC2,-6,13,10,11,4.7,0,-2,-22,1
CCN(CC)S(=O)(=O)c1ccc(C(=O)OCn2c(SC)nnc(C)c2=O)cc1,17,8,-10,18,1.3,2,-6,-13,-3
O=C1C2CC=CCC2C(=O)N1Cc1ccccc1 (stereo not given),-12,-12,-16,-7,0.5,-5,0,9,1
O=C(O)COc1cccc(/C=C2/SC(=S)N(Cc3ccccc3)C2=O)c1,14,21,-2,49,-0.9,-4,4,22,-3
O=C(Nc1cccs1)Nc1cccnc1Cl,-12,17,6,10,1.3,-3,-9,-45,0
COC(=O)c1cc(OC)c(OC)cc1NC(=O)C1CCCO1 (stereo not given),0,5,12,11,0.5,-2,1,-4,2
O=c1c2c3c(sc2ncn1/N=C/c1ccco1)CCCC3,9,30,-16,31,3.8,0,0,18,5
COc1ccc(OC)c(/C=C/C(=O)c2ccc(Cl)cc2)c1,45*,36,-19,40,0.4,1,12,13,2
COc1cccc(Nc2nc(N)nc(-c3oc4ccccc4c3C)n2)c1,15,18,-7,8,4.1,-3,-7,30,11
O=C(NC1CCCC1)C(c1ccc(F)cc1)N(Cc1ccccc1)C(=O)c1csnn1 (stereo not given),21,0,8,18,2.2,-5,-3,-19,-4
Cc1cccc(C)c1NC(=O)CN(C)C(=O)c1cccc(NS(=O)(=O)c2ccccc2)c1,3,9,18,17,-0.4,0,1,14,-4
CN(C)c1cc[n+](CC(=O)Nc2ccccc2C(F)(F)F)cc1,-3,8,6,11,0.3,-1,5,-9,0
COc1ccc(S(=O)(=O)N2CC=C(C(=O)NC3CCCC3)CC2)cc1,3,5,20,7,0.4,0,0,13,-2
CCOc1ccc(CCNC(=O)COC(=O)c2ccc[nH]c2=O)cc1OCC,6,-1,-3,-2,1.2,-2,0,28,-1
CCOC(=O)C(=Cc1ccc(-c2ccsc2C(=O)OC)o1)C(=O)OCC,31,29,-5,23,5.0,-3,8,-18,19
CCOc1ccc(/C=N/NC(=O)c2cc3c(OC)cc(OC)cc3[nH]2)cc1OC,15,20,1,29,3.2,4,-10,28,11
CCCNC(=O)NC(=O)CSc1nnc(-c2c[nH]c3ccccc23)o1,7,-2,-1,-6,1.1,0,-5,30,-2
CCn1nc(NC(=O)c2cccnc2)c2cc3cccc(C)c3nc21,10,-2,1,7,-2.2,-3,2,11,-3
COC(=O)c1c(NC(=O)CSc2nnnn2-c2ccccc2)sc2c1CCC(C)C2 (stereo not given),-1,16,11,8,-0.9,-2,10,9,-4
NC(=S)N/N=C/C=C/c1ccccc1,12,2,3,32,3.0,2,0,15,1
O=C(Nc1ccccc1C(=O)N1CCCC1)c1ccccc1,1,-1,9,1,3.4,-2,-5,6,-1
COc1ccc(OC)c2[nH]c(=O)c(CCNC(=O)COc3ccccc3)cc12,-15,4,-11,-3,1.1,-1,4,-15,-3
CCCSc1nc2c(cnn2-c2ccc(C)c(C)c2)c(=O)[nH]1,12,11,-57,14,1.5,-1,-1,2,8

# Looked up above:
# Under Mdm2-MdmX inh, NC(=S)N/N=C/C=C/c1ccccc1 reads 15
# Under UPR CHOP act, COC(=O)c1c(NC(=O)CSc2nnnn2-c2ccccc2)sc2c1CCC(C)C2 (stereo not given) reads -0.9

# Screens: PubChem BioAssay, Sanford-Burnham Center for Chemical Genomics

# A portion of the library. The share of hits here may be higher or lower than overall.
